ATXN viability = Viability Counterscreen for Primary qHTS for Inhibitors of ATXN expression; S2 cells (HEK-293 line with an ATXN2-luciferase reporter) viability, CellTiter-Fluor protease fluorescence, 24 h; Potency, µM (highest dose often 56.7 µM), most hits filed as cytotoxic; hit rate 0.49% among 400,000; note: potency is the fitted concentration of half-maximal effect; nearly all actives have a fitted effect of over 40% in size
HT1080 IDH1KD tx = qHTS for induction of synthetic lethality in tumor cells producing 2HG: qHTS for the HT-1080-IDH1KD cell line; HT-1080 IDH1 knockdown viability, ATP luminescence, 48 h; Potency, µM (series often up to 46.1 µM), without a hit: at the highest dose activity, negative = toxicity, hits mostly cytotoxic; hit rate 2% among 360,000; AID 686971, 2013;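 note: potency is the fitted concentration of half-maximal effect; 0% = DMSO wells and -100% = cell-free medium wells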
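Using the IDH1-knockdown HT-1080 line run in the same batch and compound series as the NT line, viability after 48 h at 37 °C was determined by CellTiter-Glo luminescence and expressed as % activity.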
IL1B secr inh = qHTS for Inhibitors of Inflammasome Signaling: IL-1-beta AlphaLISA Primary Screen. THP-1 LPS/ATP IL-1B secretion, AlphaLISA, 16 h; active compounds read low. activity change, % at 57.5 µM. hit rate 4.7% among 360,000; in the data active = activity change below about -50%; inconclusive = mostly about -30% to -49%; note: % is set by controls: 0 for no effect and ±100 for the full control effect
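Secreted IL-1B measured by AlphaLISA bead assay after 16 h compound exposure of THP-1 cells; compounds (final up to 57.5 uM) added 1 h before LPS (250 ng/mL) and ATP (1.25 mM) stimulation; lower signal means less secretion.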
KB-3-1 tox = qHTS assay for MDR1-selective chemotherapeutics: Primary screen using the parental adenocarcinoma cell KB-3-1 | KB-3-1 viability, CellTiter-Glo ATP luminescence, 72 h | Potency, µM (series often up to 46.1 µM), for inactives: at the top dose activity change, negative = cytotoxic, hits mostly cytotoxic | hit rate 1.4% among 400,000; note: potency is the fitted concentration of half-maximal effect; % is set by controls: 0 for no effect and ±100 for the full control effect; nearly all actives have a fitted effect of over 60% in size
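Here the drug-naive KB-3-1 line serves as comparator for MDR sub-line selectivity; cells received compound titrations, 72 h at 37 °C, then CellTiter-Glo readout.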
HT1080NT lethal = qHTS for induction of synthetic lethality in tumor cells producing 2HG: qHTS for the HT-1080-NT fibrosarcoma cell line | HT-1080-NT fibrosarcoma viability, CellTiter-Glo ATP luminescence, 48 h | Potency, µM (doses to about 46.1 µM), inactives show top-dose activity, negative = less viability, hits mostly cytotoxic | hit rate 1.6% among 360,000 | AID 686970, 2013;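 note: NT is the 2HG producing partner of a matched IDH1 knockdown line; potency is the fitted concentration of half-maximal effect; 0% = DMSO-treated cells and -100% = media-only wells without cells; nearly all actives have a fitted effect of over 55% in size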
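750 cells/well, RPMI + 5% FBS; 2 h settle, compound pin-transfer, 48 h at 37 degrees C. CellTiter-Glo 10 min RT, luminescence. Normalized to DMSO and media-only wells.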
MCF10A rereplic = A quantitative high throughput screen for small molecules that induce DNA re-replication in MCF 10a normal breast cells; MCF 10A DNA re-replication, Hoechst nuclear intensity, 48 h; Potency, µM (doses to about 46.1 µM), for the others: top-dose activity, positive = re-replication, actives largely listed as activators; hit rate 2.9% among 350,000; AID 624296, 2012; note: potency is the fitted concentration of half-maximal effect; % of control where 0% means no effect; nearly all actives have a fitted effect of over 50% in size
KB-V1 MDR tox = qHTS assay for MDR1-selective chemotherapeutics: Primary screen using the drug-selected MDR subline cells KB-V1; Potency, µM (doses to about 46.1 µM), for inactives: at the highest dose activity change, negative = cytotoxicity, actives largely listed as cytotoxic; KB-V1 MDR cells viability, CellTiter-Glo, 72 h; hit rate 3.4% among 400,000; note: potency is the fitted concentration of half-maximal effect; % is set by controls: 0 for no effect and ±100 for the full control effect; nearly all actives have a fitted effect of over 60% in size
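Compound-treated KB-V1 multidrug-resistant cells, 72 h, 37 degrees C; viability by CellTiter-Glo. Fitted qHTS curves give the values.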
SW480 rerep = A quantitative high throughput screen for small molecules that induce DNA re-replication in SW480 colon adenocarcinoma cells. SW480 DNA re-replication, Hoechst DNA content imaging, 48 h. Potency, µM (highest dose often 46.1 µM), without a hit: at the top dose re-replication activation, most hits filed as activators. hit rate 1.8% among 340,000; note: potency is the fitted concentration of half-maximal effect; % of control where 0% means no effect; nearly all actives have a fitted effect of over 55% in size
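Image-based read-out: total Hoechst fluorescence of nuclei (405 nm excitation, 500-530 nm emission), with hits raising the fraction of high-intensity nuclei. SW480 colon cells incubated 48 hr with compounds at 37 C.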
ATXN2 expr inh = Primary qHTS for Inhibitors of ATXN expression | Potency, µM (doses to about 57 µM), for inactives: at the top dose activity change, negative = inhibition, usual class: inhibitors | HEK-293 ATXN2-luciferase reporter, luminescence, 24 h | hit rate 0.72% among 360,000; note: potency is the fitted concentration of half-maximal effect; % is set by controls: 0 for no effect and ±100 for the full control effect; nearly all actives have a fitted effect of over 55% in size
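qHTS (up to 57 uM final) was run with 24 h compound exposure of reporter cells at 37 °C. Each well was multiplexed: SteadyGlo luminescence measured ATXN2-luciferase expression after a fluorogenic Gly-Phe-AFC viability readout (25 uM final).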
* = called active by the depositor; i = inactive; ? = inconclusive; / = no result given; & = joins results of further samples; [ ] = remark or other dose. Unless noted, calls come from the whole dose curve; as a rule, active = well fitted curve in the direction sought with a large enough effect; inconclusive = small, poorly fitted or top-dose-only effect, or another doubt; inactive = no such curve, though single readings can be large; an effect the other way counts as inactive or inconclusive.

Start of the data: the first 2 records (preview)
mol | ATXN viability | HT1080 IDH1KD tx | IL1B secr inh | KB-3-1 tox | HT1080NT lethal | MCF10A rereplic | KB-V1 MDR tox | SW480 rerep | ATXN2 expr inh
O=C(Nc1ccc(S(=O)(=O)N2CCCC2)cc1)C1CCN(S(=O)(=O)c2ccc(F)cc2)CC1 | i | -59% | 0 | ? | -16% | 21% | ? | ? | -16%
CCOc1cc(N2CCOCC2)c(OCC)cc1NC(=O)COc1ncnc2ccccc12 | i | -2% | 13 | 3% | -16% | 7% | 16µM* | -4% | 1%

The list itself (from the top)
mol | ATXN viability | HT1080 IDH1KD tx | IL1B secr inh | KB-3-1 tox | HT1080NT lethal | MCF10A rereplic | KB-V1 MDR tox | SW480 rerep | ATXN2 expr inh
O=C(Nc1ccc(S(=O)(=O)N2CCCC2)cc1)C1CCN(S(=O)(=O)c2ccc(F)cc2)CC1 | i | -59% | 0 | ? | -16% | 21% | ? | ? | -16%
CCOc1cc(N2CCOCC2)c(OCC)cc1NC(=O)COc1ncnc2ccccc12 | i | -2% | 13 | 3% | -16% | 7% | 16µM* | -4% | 1%
CCOC(=O)c1ccc(Nc2c(-c3ccc(N(C)C)cc3)nc3nc[nH]n23)cc1 | i | / | / | -5% | / | / | 12% | / | 2%
COc1ccc(C(=O)NC2CCN(CC(=O)NC3CCCCC3)CC2)cc1 | ? | 13% | -5 | 10% | 12% | -2% | 2% | -14% | -15%
COCCNC(=O)C1(C)CCCN(C(=O)c2ccc3c(c2)CCO3)C1 (stereo unspecified) | i | 24% | -12 | 0% | 14% | / | -8% | / | -3%
COc1ccc(N2C(=O)c3ccccc3C(C)(C)C2=O)cc1 | i | 16% | -2 | 1% | 2% | 0% | 14% | -7% | 4%
C[C@@H]1CC[C@]2(O[C@@H](CCO)C[C@@H](O)[C@@H]2O)O1 | i | 11% | 23 | 16% | 0% | ? | 24% | 12%[9.22 µM] | 0%
N#Cc1ccccc1S(=O)(=O)N1CCN(CC(=O)Nc2ccccc2C(=O)NC2CC2)CC1 | i | -2% | 21 | ? | 3% | 2% | -4% | -14% | -17%
COc1cc2[nH]c(=O)n(CCC(=O)NC3CCN(Cc4ccccc4)CC3)c(=O)c2cc1OC | i | 8% | 3 | 3% | 0% | 3% | 13% | 0% | 0%
Cc1ccc(SCC(=O)c2cc(C)c(OC(=S)N(C)C)c(C)c2)cc1 | i | -2% | -10 | -11% | -2% | ? | 0% | -5% | 55%[activator]
CCCNS(=O)(=O)c1ccc(CCC(=O)N2CCOCC2)cc1 | i | 19% | -7 | -11% | 15% | 0% | 13% | 1% | -4%
S=C(NCCCN1CCOCC1)Nc1ccc(Cl)cc1 | i | -10% | 23 | -1% | 3% | ? | ? | 0% | 2%
COc1ccc(Cn2c(C(=O)O)c(CNCCc3ccccc3Cl)c3ccc(C)cc32)cc1 | 18µM* | / | / | ? | / | / | ? | / | ?
CCOCCCNC(=S)N(Cc1ccco1)Cc1cc2cc3c(cc2[nH]c1=O)OCCO3 | ? | -11% | -7 | 6% | -13% | 21% | ? | -25% | -37%
COc1ccc(CN=C(C)c2c(C(F)(F)F)[nH]n(-c3nc4ccccc4s3)c2=O)cc1 | ? | -6% | 8 | -24% | -7% | ? | ? | 2% | -10%
N#Cc1ccc(C(=O)OCCc2cc3ccccc3c(=O)o2)cc1 | i | 16% | 15 | 1% | 10% | ? | 25% | 1% | 4%
C#CCOCCOCCOCCNc1nc(N2CCN(C(=O)CCCCCCCCCCNC(=O)Cn3cc(C[C@@H](C)O)nn3)CC2)nc(N2CCN(C(=O)CCCCCCCCCCNC(=O)[C@@H]([C@H](C)O)n3cc(C)nn3)CC2)n1 | ? | 21µM* | 8 | ? | 18µM* | 22% | 6% | -7% | ?
CCOC(=O)c1ccc(CNC(=O)CSc2nnnn2-c2ccc(Cl)cc2)o1 | i | 15% | 10 | 12% | 9% | 2% | -7% | 1% | -1%
COc1ccc(C(=O)Nc2ccc(S(=O)(=O)Nc3cc(C)nc(C)n3)cc2)cc1 | i | -2% | 12 | -8%&1% | 19% | 0% | ? | ? | -1%&5%
Cc1ccc(S(=O)(=O)N2C[C@H]3C(=O)C[C@@H](c4cccc(Cl)c4)N(S(=O)(=O)c4ccc(C)cc4)[C@H]3C[C@H]2c2ccc(Cl)cc2)cc1 | ? | -4% | -4 | 0% | -3% | / | 12% | / | 4%
COc1ccc(C2C(C(=O)NCCCN3CCOCC3)c3ccccc3C(=O)N2c2ccc(OC)cc2)cc1 (stereo unspecified) | i | -16% | 8 | 9% | -14% | 3% | ? | 12%[1.84 µM] | 3%

A run of entries of the results above:
mol | ATXN viability | HT1080 IDH1KD tx | IL1B secr inh | KB-3-1 tox | HT1080NT lethal | MCF10A rereplic | KB-V1 MDR tox | SW480 rerep | ATXN2 expr inh
CCCNS(=O)(=O)c1ccc(CCC(=O)N2CCOCC2)cc1 | i | 19% | -7 | -11% | 15% | 0% | 13% | 1% | -4%
S=C(NCCCN1CCOCC1)Nc1ccc(Cl)cc1 | i | -10% | 23 | -1% | 3% | ? | ? | 0% | 2%
COc1ccc(Cn2c(C(=O)O)c(CNCCc3ccccc3Cl)c3ccc(C)cc32)cc1 | 18µM* | / | / | ? | / | / | ? | / | ?
CCOCCCNC(=S)N(Cc1ccco1)Cc1cc2cc3c(cc2[nH]c1=O)OCCO3 | ? | -11% | -7 | 6% | -13% | 21% | ? | -25% | -37%
COc1ccc(CN=C(C)c2c(C(F)(F)F)[nH]n(-c3nc4ccccc4s3)c2=O)cc1 | ? | -6% | 8 | -24% | -7% | ? | ? | 2% | -10%
N#Cc1ccc(C(=O)OCCc2cc3ccccc3c(=O)o2)cc1 | i | 16% | 15 | 1% | 10% | ? | 25% | 1% | 4%
C#CCOCCOCCOCCNc1nc(N2CCN(C(=O)CCCCCCCCCCNC(=O)Cn3cc(C[C@@H](C)O)nn3)CC2)nc(N2CCN(C(=O)CCCCCCCCCCNC(=O)[C@@H]([C@H](C)O)n3cc(C)nn3)CC2)n1 | ? | 21µM* | 8 | ? | 18µM* | 22% | 6% | -7% | ?
CCOC(=O)c1ccc(CNC(=O)CSc2nnnn2-c2ccc(Cl)cc2)o1 | i | 15% | 10 | 12% | 9% | 2% | -7% | 1% | -1%
COc1ccc(C(=O)Nc2ccc(S(=O)(=O)Nc3cc(C)nc(C)n3)cc2)cc1 | i | -2% | 12 | -8%&1% | 19% | 0% | ? | ? | -1%&5%
Cc1ccc(S(=O)(=O)N2C[C@H]3C(=O)C[C@@H](c4cccc(Cl)c4)N(S(=O)(=O)c4ccc(C)cc4)[C@H]3C[C@H]2c2ccc(Cl)cc2)cc1 | ? | -4% | -4 | 0% | -3% | / | 12% | / | 4%

Screening results deposited in PubChem by National Center for Advancing Translational Sciences (NCATS).
